NR2E3 ag-1 – agonists of human NR2E3 nuclear receptor. Q9Y5X4. CHO-S Gal4-NCOR/VP16-NR2E3 two-hybrid, luciferase. inhibition of corepressor binding, % at 3.98 µM. hit rate 0.35% among 360,000. AID 602229;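 active = inhibition above the mean of all tested compounds plus 3 SD, cut at about 70% in these data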;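 also: 0% = DMSO with NR2E3 transfected cells and 100% = cells lacking NR2E3 construct; higher means lower luciferase signal from less NR2E3 corepressor binding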
Target sequence (Q9Y5X4 whole entry, looked up, the tested form may be a part): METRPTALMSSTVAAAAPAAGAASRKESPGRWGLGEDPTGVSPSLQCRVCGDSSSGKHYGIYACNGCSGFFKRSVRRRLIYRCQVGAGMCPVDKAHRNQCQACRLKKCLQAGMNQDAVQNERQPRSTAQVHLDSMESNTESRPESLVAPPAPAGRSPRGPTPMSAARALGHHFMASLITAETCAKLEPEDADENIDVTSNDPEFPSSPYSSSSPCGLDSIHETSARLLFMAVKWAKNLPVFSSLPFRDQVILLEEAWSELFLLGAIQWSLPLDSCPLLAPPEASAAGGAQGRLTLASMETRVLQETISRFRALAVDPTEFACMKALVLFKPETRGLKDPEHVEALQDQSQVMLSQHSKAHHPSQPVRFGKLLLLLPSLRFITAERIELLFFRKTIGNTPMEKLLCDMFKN
NR2E3 ag-2 – agonists of human nuclear receptor NR2E3; GST-NR2E3/biotin-RetCOR TR-FRET, 1536-well; inhibition of corepressor binding, % at 4.78 µM; hit rate 0.12% among 320,000; AID 2300; Q9Y5X4;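 active = percent inhibition above the cutoff of mean plus 3 SD of all tested compounds, set per screening campaign, cut at about 20% in these data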;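 also: 0% = DMSO wells and 100% = biotin wells as full block of FRET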
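Material: NR2E3–RetCOR corepressor complex / Incubation: Compound–protein incubation for 5 h at 4 °C / Dosing: compound at 4.8 µM, single dose / Detection: time-resolved FRET / Benchmarks: high control biotin, low control 0.6% DMSO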
Peg3 prom inh – Peg3 promoter activity inhibition; AID 588405; hit rate 1.7% among 360,000; inhibition, % at 20 µM; HeLa PEG-Prom luciferase reporter, luminescence, overnight;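 active = inhibition of at least 50% at 20 µM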
TWEAK Fn14 block – inhibitors of TWEAK-Fn14 interaction signaling; TWEAK-stimulated Fn14 reporter cells, luciferase luminescence, 8 h; inhibition, % at 10 µM; hit rate 2% among 360,000; in the data active = inhibition above about 50%
MITF TRPM1 inh – MITF TRPM1 promoter inhibition in SK-MEL-5 cells | SK-MEL-5 TRPM1 promoter luciferase, 24 h | hit rate 0.83% among 330,000 | inhibition, % at 12.5 µM;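 active = mean inhibition across replicates of 60% or more, whatever share of single replicates reaches that level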; also: values of inactives mirror those of a sister screen read the other way
CF NFkB inh – blocks PAF-induced NF-kB reporter in cystic fibrosis cells | KKLEB NF-kB-GFP reporter, GFP fluorescence overnight | inhibition, % at 5 µM | hit rate 0.86% among 360,000;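 active = at least 50% inhibition at 5 µM, scaled per plate between neutral and stimulator controls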;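 also: PAF is a Pseudomonas aeruginosa culture filtrate used as stimulus; plate controls were PAF-stimulated DMSO wells for no effect and unstimulated DMSO wells for full effect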
KKLEB tox – CF airway cell cytotoxicity counter-screen | KKLEB CF airway cells viability, ATPlite luminescence, overnight; active compounds read low; cells stimulated with P. aeruginosa culture filtrate | activity change (cytotoxicity), % at 5 µM | hit rate 0.36% among 360,000 | AID 602141;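 active = corrected activity change at or below -50% at 5 µM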
TROY signal inh – TROY signaling inhibition | Q293 LMP1-TROYcd NF-kB luciferase reporter, 4 h | inhibition, % at 10 µM | hit rate 0.98% among 360,000 | AID 1347056;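 active = compounds whose plate-normalised and pattern-corrected inhibition of the luciferase reporter signal at the single screening dose is 50% or more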
Shn3 inh set2 – Schnurri-3 reporter inhibition in Clone20 osteoblasts | inhibition, % at 12.5 µM | hit rate 0.52% among 360,000 | Clone20 osteoblast Shn3 3'UTR firefly luciferase, 24 h;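 active = mean inhibition of at least 75% with every replicate also reaching 75%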;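 also: 0% = median of neutral control wells and 100% = pilot-screen positive control compound; some compounds past the cut are filed as inactive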
C8 TRAIL sens – sensitizes caspase-8 expressing cells to TRAIL | hit rate 1% among 360,000 | inhibition (viability loss, TRAIL sensitization), % at 10 µM | NB7+C8 cells + TRAIL, ATPlite viability luminescence;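 active = compounds causing at least 50% loss of cell viability in the single-dose screen, relative to plate controls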
HIF-2a inh – blocks HIF-2a reporter activity | 786-0 RCC cells HIF-2a reporter, luciferase luminescence, overnight | inhibition, % at 18.8 µM | hit rate 0.72% among 360,000;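 active = inhibition of the luminescence signal of 40% or more relative to plate controls, in a single-dose primary screen at 18.75 µM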
Numbers without * were called inactive. An excerpt (hit frequency here may not be typical).

For O=C(COC(=O)Cn1cnc2ccccc21)Nc1ccc2c(c1)OCCO2 the results were NR2E3 ag-1 0, NR2E3 ag-2 -2, Peg3 prom inh -5, TWEAK Fn14 block 1, MITF TRPM1 inh 1, CF NFkB inh -7, KKLEB tox 9, TROY signal inh 18, Shn3 inh set2 -8, C8 TRAIL sens -11 and HIF-2a inh 2.
`OCCN1CCN(c2ncnc3c2ncn3[C@H]2CN(Cc3cccs3)C[C@@H](CO)O2)CC1` gave NR2E3 ag-1 -3, Peg3 prom inh 1, TWEAK Fn14 block -2, CF NFkB inh -12, KKLEB tox 5, TROY signal inh -3, Shn3 inh set2 -24, C8 TRAIL sens 5 and HIF-2a inh -7.
Screening CN(CC(=O)Nc1ccc(F)cc1)C(=O)c1ccc2ccccc2n1 returned NR2E3 ag-1 13, Peg3 prom inh -2, TWEAK Fn14 block 2, MITF TRPM1 inh 15, CF NFkB inh -4, KKLEB tox -10, TROY signal inh -20, Shn3 inh set2 -7, C8 TRAIL sens 9 and HIF-2a inh 17.
Cc1ccccc1NC(=S)N1CCN(Cc2ccc3c(c2)OCO3)CC1 was read as NR2E3 ag-1 -23, NR2E3 ag-2 1, Peg3 prom inh 9, TWEAK Fn14 block -41, MITF TRPM1 inh -1, CF NFkB inh -3, KKLEB tox 9, TROY signal inh -15, Shn3 inh set2 6, C8 TRAIL sens -15 and HIF-2a inh 15.
Screening COc1ccccc1C(=O)NCC(=O)OCC(=O)Nc1ccc2[nH]c(=O)[nH]c2c1 returned NR2E3 ag-1 2, NR2E3 ag-2 -1, Peg3 prom inh -4, TWEAK Fn14 block 5, MITF TRPM1 inh 3, CF NFkB inh 14, KKLEB tox -2, TROY signal inh 1, Shn3 inh set2 -13, C8 TRAIL sens -15 and HIF-2a inh 5.
For Cc1cc(C)c(S(=O)(=O)c2ccccc2)c(Cl)n1 the results were NR2E3 ag-1 -38, NR2E3 ag-2 3, Peg3 prom inh 12, TWEAK Fn14 block 20, MITF TRPM1 inh -12, CF NFkB inh 1, KKLEB tox 0, TROY signal inh -22, Shn3 inh set2 16, C8 TRAIL sens 2 and HIF-2a inh 21.
Screening Cc1cc(-n2c(C)cc(C(=O)COc3ccc([N+](=O)[O-])cc3)c2C)no1 returned NR2E3 ag-1 -25, NR2E3 ag-2 5, Peg3 prom inh 17, TWEAK Fn14 block -21, MITF TRPM1 inh 4, CF NFkB inh -4, KKLEB tox 2, TROY signal inh 2, Shn3 inh set2 21, C8 TRAIL sens 2 and HIF-2a inh 3.
For Nc1nn(-c2ccccc2)c(N)c1N=Nc1cccc(F)c1 the results were NR2E3 ag-1 -198, NR2E3 ag-2 2, Peg3 prom inh -260, TWEAK Fn14 block 20, CF NFkB inh -5, KKLEB tox 9, TROY signal inh -39, Shn3 inh set2 -87, C8 TRAIL sens 11 and HIF-2a inh -334.
Screening COc1ccc(C(=O)N2CCCCC2c2cc(C(=O)NCc3cccnc3)no2)cc1 (stereo not given) returned NR2E3 ag-1 3, Peg3 prom inh 2, TWEAK Fn14 block -20, CF NFkB inh -49, KKLEB tox 16, TROY signal inh 7, Shn3 inh set2 -13, C8 TRAIL sens -13 and HIF-2a inh 18.
For C/C(=N\NC(=O)c1cccc(N/N=C(\C)c2ccc([N+](=O)[O-])cc2)c1)c1ccc([N+](=O)[O-])cc1 the results were NR2E3 ag-1 -33, NR2E3 ag-2 -3, Peg3 prom inh -8, TWEAK Fn14 block -34, MITF TRPM1 inh -6, CF NFkB inh -20, KKLEB tox 12, TROY signal inh 20, Shn3 inh set2 7, C8 TRAIL sens -3 and HIF-2a inh 7.
For CCCCn1c(N)c(N(CCC(C)C)C(=O)COC(=O)c2ccc([N+](=O)[O-])s2)c(=O)[nH]c1=O the results were NR2E3 ag-1 12, Peg3 prom inh 31, TWEAK Fn14 block 9, MITF TRPM1 inh 80*, CF NFkB inh 20, KKLEB tox 1, TROY signal inh -2, Shn3 inh set2 -5, C8 TRAIL sens 6 and HIF-2a inh -19.
For Nc1nnc(CC(=O)N/N=C/c2cccc([N+](=O)[O-])c2)s1 the results were NR2E3 ag-1 4, NR2E3 ag-2 2, Peg3 prom inh 14, TWEAK Fn14 block 22, MITF TRPM1 inh -3, CF NFkB inh -6, KKLEB tox 0, TROY signal inh -5, Shn3 inh set2 0, C8 TRAIL sens -18 and HIF-2a inh 14.
`CCN(CCn1cccn1)Cc1nc(-c2ccc(OC)cc2)no1` gave NR2E3 ag-1 8, NR2E3 ag-2 1, Peg3 prom inh -7, TWEAK Fn14 block -4, MITF TRPM1 inh -1, CF NFkB inh -14, KKLEB tox -9, TROY signal inh -43, Shn3 inh set2 -3, C8 TRAIL sens -1 and HIF-2a inh -17.
For Cc1cc(C)nc(NCC(O)CNc2ccccc2C)n1 (stereo not given) the results were NR2E3 ag-1 -13, NR2E3 ag-2 -2, Peg3 prom inh -110, TWEAK Fn14 block -2, MITF TRPM1 inh 6, CF NFkB inh 3, KKLEB tox -11, TROY signal inh 5, Shn3 inh set2 14, C8 TRAIL sens -2 and HIF-2a inh 2.
For Cc1ccc(S(=O)(=O)N(C)CC(=O)N2CCOCC2)cc1 the results were NR2E3 ag-1 -21, NR2E3 ag-2 0, Peg3 prom inh 11, TWEAK Fn14 block 12, MITF TRPM1 inh 10, CF NFkB inh -7, KKLEB tox 0, TROY signal inh 20, Shn3 inh set2 2, C8 TRAIL sens -14 and HIF-2a inh 16.
For CC(C)NC(=O)N1Cc2cc(C(=O)NCC(F)(F)F)nc(-c3cccc(-c4cc5ccccc5o4)c3)c2[C@@H]1CCO the results were NR2E3 ag-1 -8, TWEAK Fn14 block 38, TROY signal inh 9, C8 TRAIL sens 22 and HIF-2a inh -1.
For O=C(Cc1ccc(Cl)cc1)NCCc1cnc[nH]1 the results were NR2E3 ag-1 -11, NR2E3 ag-2 1, Peg3 prom inh 7, TWEAK Fn14 block 12, MITF TRPM1 inh 6, CF NFkB inh -16, KKLEB tox 11, TROY signal inh -4, Shn3 inh set2 10, C8 TRAIL sens 1 and HIF-2a inh 3.
For O=C(c1ccco1)N1CCN(CC(O)COc2ccc3oc4ccccc4c3c2)CC1 (stereo not given) the results were NR2E3 ag-1 22, NR2E3 ag-2 0, Peg3 prom inh 9, TWEAK Fn14 block 24, MITF TRPM1 inh 16, CF NFkB inh -25, KKLEB tox 3, TROY signal inh 1, Shn3 inh set2 16, C8 TRAIL sens -17 and HIF-2a inh -4.
O=C(c1cc2c(s1)CCC2)N1C(=O)c2ccccc2S1(=O)=O was read as NR2E3 ag-1 2, NR2E3 ag-2 12, Peg3 prom inh 5, TWEAK Fn14 block 17, MITF TRPM1 inh -5, CF NFkB inh 11, KKLEB tox -8, TROY signal inh 7, Shn3 inh set2 -4, C8 TRAIL sens 2 and HIF-2a inh 22.
NS(=O)(=O)c1cccc(NC(=O)CC(NC(=O)c2ccccc2Cl)c2ccccc2)c1 (stereo not given) was read as NR2E3 ag-1 -16, NR2E3 ag-2 -3, Peg3 prom inh 7, TWEAK Fn14 block 10, MITF TRPM1 inh -18, CF NFkB inh -12, KKLEB tox 13, TROY signal inh -1, Shn3 inh set2 -9, C8 TRAIL sens -12 and HIF-2a inh 11.
C/C(=N\NC(=O)c1ccc(O)cc1)c1cc2ccccc2o1 was read as NR2E3 ag-1 -24, NR2E3 ag-2 -1, Peg3 prom inh -157, TWEAK Fn14 block -10, MITF TRPM1 inh -60, CF NFkB inh -11, KKLEB tox 3, TROY signal inh -36, Shn3 inh set2 -27, C8 TRAIL sens 16 and HIF-2a inh -185.
Screening COCCNC(=O)c1ccccc1NS(=O)(=O)c1ccc(Br)s1 returned NR2E3 ag-1 -18, NR2E3 ag-2 1, Peg3 prom inh -8, TWEAK Fn14 block -6, MITF TRPM1 inh -6, CF NFkB inh 9, KKLEB tox 4, TROY signal inh -4, Shn3 inh set2 8, C8 TRAIL sens -10 and HIF-2a inh 4.
`O=c1c2ccccc2nc(/C=C/c2ccc([N+](=O)[O-])cc2)n1CCCO` gave NR2E3 ag-1 -5, NR2E3 ag-2 -1, Peg3 prom inh 12, TWEAK Fn14 block 17, MITF TRPM1 inh 6, CF NFkB inh -5, KKLEB tox 6, TROY signal inh -2, Shn3 inh set2 -30, C8 TRAIL sens 7 and HIF-2a inh 11.
Screening CN1CCC(N2CCN(C3CN(Cc4ccccc4)S(=O)(=O)C3)CC2)CC1 (stereo not given) returned NR2E3 ag-1 -3, Peg3 prom inh -6, TWEAK Fn14 block 0, CF NFkB inh 1, KKLEB tox -2, TROY signal inh 23, Shn3 inh set2 -1, C8 TRAIL sens -4 and HIF-2a inh 2.
`Cc1ccc(S(=O)(=O)N2CCCCC2)cc1NC(=O)Cn1cnc2c1c(=O)n(C)c(=O)n2C` gave NR2E3 ag-1 18, Peg3 prom inh -26, TWEAK Fn14 block 2, MITF TRPM1 inh 4, CF NFkB inh -5, KKLEB tox -3, TROY signal inh -8, Shn3 inh set2 -3, C8 TRAIL sens -8 and HIF-2a inh 10.
CCCC(=O)N1CCCC(C(=O)c2cccc(OC(C)C)c2)C1 (stereo not given) was read as NR2E3 ag-1 -31, NR2E3 ag-2 2, Peg3 prom inh -77, TWEAK Fn14 block -5, MITF TRPM1 inh -38, CF NFkB inh -1, KKLEB tox 10, TROY signal inh -47, Shn3 inh set2 -21, C8 TRAIL sens -3 and HIF-2a inh -155.
Screening C=C(C)C1Cc2cc3ccc(=O)oc3cc2O1 (stereo not given) returned NR2E3 ag-1 -54, NR2E3 ag-2 1, Peg3 prom inh -169, TWEAK Fn14 block -7, MITF TRPM1 inh -41, CF NFkB inh 0, KKLEB tox -10, TROY signal inh -42, Shn3 inh set2 -34, C8 TRAIL sens 15 and HIF-2a inh -147.
COc1ccc(CCNC(=O)CNS(=O)(=O)c2ccc(Br)s2)cc1OC was read as NR2E3 ag-1 -10, NR2E3 ag-2 5, Peg3 prom inh 11, TWEAK Fn14 block 0, MITF TRPM1 inh 17, CF NFkB inh 7, KKLEB tox -4, TROY signal inh 9, Shn3 inh set2 -7, C8 TRAIL sens -4 and HIF-2a inh 6.
`COc1ccc(CN2CCN(Cc3ccc4ccccc4c3)CC2)cc1OC` gave NR2E3 ag-1 10, NR2E3 ag-2 0, Peg3 prom inh 16, TWEAK Fn14 block -4, MITF TRPM1 inh 3, CF NFkB inh -24, KKLEB tox -2, TROY signal inh 18, Shn3 inh set2 70, C8 TRAIL sens 15 and HIF-2a inh 9.

2 entries picked at random from those above, as already listed:
`O=c1c2ccccc2nc(/C=C/c2ccc([N+](=O)[O-])cc2)n1CCCO` gave NR2E3 ag-1 -5, NR2E3 ag-2 -1, Peg3 prom inh 12, TWEAK Fn14 block 17, MITF TRPM1 inh 6, CF NFkB inh -5, KKLEB tox 6, TROY signal inh -2, Shn3 inh set2 -30, C8 TRAIL sens 7 and HIF-2a inh 11.
O=C(c1cc2c(s1)CCC2)N1C(=O)c2ccccc2S1(=O)=O was read as NR2E3 ag-1 2, NR2E3 ag-2 12, Peg3 prom inh 5, TWEAK Fn14 block 17, MITF TRPM1 inh -5, CF NFkB inh 11, KKLEB tox -8, TROY signal inh 7, Shn3 inh set2 -4, C8 TRAIL sens 2 and HIF-2a inh 22.

Compound activity deposited in PubChem BioAssay by several laboratories.
